EPAC1 antagonist – EPAC1 (human) antagonism; O95398; EPAC1 GEF assay, Rap1b-BODIPY-GDP exchange fluorescence; Potency, µM (doses to about 115 µM), inactives show at the top dose activity change, negative = inhibition, hits mostly inhibitors; 360,000 compounds, 0.14% hits; AID 720709;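 note: potency is the fitted concentration of half-maximal effect; plate controls were vehicle for no effect and positive control for full effect; nearly all actives have a fitted effect of over 50% in size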
PI5P4K alpha inh – inhibitors of human PI5P4K alpha. PI5P4Kalpha enzyme, ADP-Glo luminescence, 60 min; stronger effect = lower value. 330,000 compounds, 1.2% hits. max response, %; active = max response of -50% or lower; inconclusive = between -30% and -50%; inactive = -30% or higher; note: value at the top dose of about 77 µM; % is set by controls: 0 for no effect and ±100 for the full control effect
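Enzyme plus substrate dispensed, test compounds pinned in, then ATP (5 microM final) added. After 60 min at RT, ADP-Glo reagent 1 for 45 min and reagent 2 for 30 min preceded luminescence imaging.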
GLP1R ag – activates the human GLP-1 receptor. P43220. HEK293 GLP-1R CRE-luciferase, luminescence, 4-6 h; cells express a hypersensitive GLP-1R form. Potency, µM (titrated, usually from 45.6 µM), inactives show top-dose activation, most hits filed as activators. 380,000 compounds, 0.007% hits. AID 624172; note: potency is the fitted concentration of half-maximal effect; % of control where 0% means no effect
Target sequence (P43220 whole entry, looked up): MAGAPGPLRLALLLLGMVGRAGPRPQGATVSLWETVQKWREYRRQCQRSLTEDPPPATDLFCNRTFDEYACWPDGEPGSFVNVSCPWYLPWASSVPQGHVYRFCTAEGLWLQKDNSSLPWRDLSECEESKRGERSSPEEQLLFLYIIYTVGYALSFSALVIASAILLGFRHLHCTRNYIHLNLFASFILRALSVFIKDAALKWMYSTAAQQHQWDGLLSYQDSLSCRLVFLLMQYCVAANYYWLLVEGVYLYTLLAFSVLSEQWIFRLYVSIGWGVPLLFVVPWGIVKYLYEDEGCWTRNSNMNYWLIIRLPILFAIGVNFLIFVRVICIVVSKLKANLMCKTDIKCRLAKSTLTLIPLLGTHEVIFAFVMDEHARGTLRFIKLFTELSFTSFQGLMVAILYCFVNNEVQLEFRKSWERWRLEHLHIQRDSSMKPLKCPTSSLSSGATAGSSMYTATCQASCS
GLP1R cytotox – cytotoxicity in counter-screen for GLP-1R inverse agonists; HEK293 cAMP-luciferase reporter cells, luminescence, 24 h; Potency, µM (series often up to 38.3 µM), inactives show top-dose activity change, negative = inhibition, most hits filed as inhibitors; 410,000 compounds, 0.13% hits; AID 624418;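 note: loss of luciferase light is scored as toxicity; potency is the fitted concentration of half-maximal effect; % is set by controls: 0 for no effect and ±100 for the full control effect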
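Luminescence readout: signal drop marks cytotoxicity. Plated cells grew 12 h at 37 °C, 5% CO2, received 23 nL compound for 24 h, then got luciferase reagent, read after 12 min at RT.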
PLK1 PBD block – PLK1 (human) polo-box domain binding inhibition; 360,000 compounds, 2.8% hits; P53350; Potency, µM, without a hit: max response, negative = inhibition, hits mostly inhibitors; Plk1 PBD binding of FITC phosphopeptide, fluorescence polarization; note: potency is the fitted concentration of half-maximal effect; series mostly up to about 57 µM; % is set by controls: 0 for no effect and ±100 for the full control effect; nearly all actives have a fitted effect of over 65% in size
Target sequence (P53350 whole entry, looked up, the tested form may be a part): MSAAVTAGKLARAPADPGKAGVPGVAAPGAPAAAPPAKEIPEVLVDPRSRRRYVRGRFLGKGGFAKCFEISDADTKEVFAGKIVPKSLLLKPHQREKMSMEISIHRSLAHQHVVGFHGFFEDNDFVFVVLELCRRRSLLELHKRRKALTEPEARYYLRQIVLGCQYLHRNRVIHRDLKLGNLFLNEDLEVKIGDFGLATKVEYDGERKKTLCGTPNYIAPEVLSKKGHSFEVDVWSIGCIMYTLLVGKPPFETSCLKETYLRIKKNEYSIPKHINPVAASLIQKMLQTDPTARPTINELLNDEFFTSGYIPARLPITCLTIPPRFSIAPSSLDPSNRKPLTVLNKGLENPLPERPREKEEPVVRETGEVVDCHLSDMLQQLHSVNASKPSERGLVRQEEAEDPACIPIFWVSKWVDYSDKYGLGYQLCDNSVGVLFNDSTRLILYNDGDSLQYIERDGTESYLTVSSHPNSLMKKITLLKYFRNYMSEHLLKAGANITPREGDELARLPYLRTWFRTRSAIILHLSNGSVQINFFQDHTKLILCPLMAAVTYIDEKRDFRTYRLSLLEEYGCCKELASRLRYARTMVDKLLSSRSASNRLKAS
EPAC1 agonist – activates human EPAC1 exchange factor | EPAC1 agonist qHTS, biochemical assay; response scale: 100% = response to 6.5 mM cAMP | Potency, µM (highest dose often 154 µM), for the others: at the highest dose activation, hits mostly activators | 360,000 compounds, 0.073% hits | AID 720707; note: potency is the fitted concentration of half-maximal effect; nearly all actives have a fitted effect of over 60% in size
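Compounds were pinned as a concentration titration into mixtures of EPAC1 (100 nM), BODIPY-GDP-loaded Rap1B (250 nM) and GDP (50 uM). After 5 min at room temperature, fluorescence was followed for 30 min; activity was scaled to 6.5 mM cAMP.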
IL2 activator – activates IL-2 in a cell-based reporter assay; IL-2 activation reporter assay, cell-based qHTS; stimulated with anti-CD3/CD4/CD28 beads; in transgenic mouse T cells; activation, % (series mostly up to about 46 µM); 360,000 compounds, 0.065% hits; AID 652025; in the data active = activation above about 50%; inconclusive = mostly about 30% to 49%; note: 0% is about no effect
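First, unstimulated transgenic mouse T cells were exposed to compound for 60 min. Next, anti-CD3/anti-CD4-coated beads with anti-CD28 were added. Finally, after 18 h at 37 degrees C, EGFP and DsRed were imaged.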
GLP-1R inv ag – GLP-1 receptor (human) inverse agonism; P43220; HEK293 GLP-1R CRE-luciferase, luminescence, 24 h; GLP-1R form is constitutively active; Potency, µM (top dose mostly 38.3 µM), for inactives: top-dose activity change, negative = inhibition, usual class: inhibitors; 410,000 compounds, 1.6% hits; note: potency is the fitted concentration of half-maximal effect; % is set by controls: 0 for no effect and ±100 for the full control effect; nearly all actives have a fitted effect of over 55% in size
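Seeding at 200 cells/uL, 12 h culture, 24 hr compound treatment, then luciferase reagent and a luminescence read; cells are HEK293 stably expressing a constitutively active GLP-1R plus cAMP-responsive luciferase.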
PTHR1 ag – agonists of human PTHR1 parathyroid hormone receptor | HEK293 GP2 PTHR1 cells, GloSensor cAMP luminescence, 1 h | Potency, µM (doses to about 115 µM), without a hit: at the top dose activation, most hits filed as activators | 410,000 compounds, 0.075% hits | AID 743266; note: potency is the fitted concentration of half-maximal effect; nearly all actives have a fitted effect of over 55% in size; some results filed as inactive show a strong effect at the top dose; inactives centre near -15; many of its hits are not listed in these tables
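HEK-293-derived GP2 cells expressing PTHR1 and a GloSensor cAMP reporter, 3,000/well, plated overnight, given luciferin plus IBMX (each 0.5 mM as added) for 1 h at 37 °C, then compound for 1 h at 37 °C. Luminescence was read after 15 min at room temperature.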
The depositor's hits bear a star; i = inactive; ? = inconclusive; nt = not tested or not shown; & = joins results of further samples; [ ] = another dose, or the depositor's remark. Unless noted, calls come from the whole dose curve; as a rule, active = well fitted curve in the direction sought with a large enough effect; inconclusive = small, poorly fitted or top-dose-only effect, or another doubt; inactive = no such curve, though single readings can be large; an effect the other way counts as inactive or inconclusive. A portion of the library; count on the stated rates, not on these rows.

The opening three entries (preview)
SMILES	EPAC1 antagonist	PI5P4K alpha inh	GLP1R ag	GLP1R cytotox	PLK1 PBD block	EPAC1 agonist	IL2 activator	GLP-1R inv ag	PTHR1 ag
COC(=O)c1sc(S(=O)(=O)N2CCN(c3ccccc3)CC2)c(C(=O)OC)c1C	-5.8%	nt	2.5%	12.7%	-0.3%	9.9%	-1.7	0.0%	i
Cc1ccc(NC(=O)c2csc(-c3ccccc3)c2C)cc1	-14.4%	-1.2	-14.2%	-19.4%	-5.9%	13.3%	0.5	-14.0%	-22.1%[57.5 µM]
COc1ccc(-c2nn(-c3ccccc3)cc2/C=C/C(=O)O)cc1[N+](=O)[O-]	-26.9%	0.4	6.9%	-17.3%	-13.4%	-7.6%	1.7	29.6%	-4.4%

The listing, previewed entries included:
SMILES	EPAC1 antagonist	PI5P4K alpha inh	GLP1R ag	GLP1R cytotox	PLK1 PBD block	EPAC1 agonist	IL2 activator	GLP-1R inv ag	PTHR1 ag
COC(=O)c1sc(S(=O)(=O)N2CCN(c3ccccc3)CC2)c(C(=O)OC)c1C	-5.8%	nt	2.5%	12.7%	-0.3%	9.9%	-1.7	0.0%	i
Cc1ccc(NC(=O)c2csc(-c3ccccc3)c2C)cc1	-14.4%	-1.2	-14.2%	-19.4%	-5.9%	13.3%	0.5	-14.0%	-22.1%[57.5 µM]
COc1ccc(-c2nn(-c3ccccc3)cc2/C=C/C(=O)O)cc1[N+](=O)[O-]	-26.9%	0.4	6.9%	-17.3%	-13.4%	-7.6%	1.7	29.6%	-4.4%
COc1ccc(NC(=O)N2CCCC(C(=O)NC(C)C)C2)cc1 (stereo not given)	-1.7%	-1.9	-9.4%	35.6%	-13.5%	0.4%	1.6	-3.0%	i
O=C(Cc1ccccc1)NCC(=O)OCC(=O)c1ccc(OC(=O)c2ccccc2)cc1	-9.0%	nt	3.3%	4.6%	-9.0%	4.1%	0.9	3.5%	?
COc1ccccc1/C=C/C(=O)OCC(=O)Nc1ccc2c(c1)OCO2	-7.0%	-1.8	-17.6%	-8.6%	4.4%	-11.9%	-0.2	4.3%	i
CNS(=O)(=O)c1c(C)cc(C)c(N(C)S(=O)(=O)c2ccccc2)c1C	-6.3%	-2.9	18.7%	-0.2%	-15.4%	-7.6%	-0.5	-27.9%	i
COc1ccccc1-c1nnc2n1N=C(C(C)(C)C)CS2	10.9%	0.9	-0.2%	6.8%	-9.7%	-2.0%	-4.8	10.9%	-36.6%[inhibitor][57.5 µM]
CCOC(=O)N1CCN(C(=O)c2cn(CC)c3ccc(S(=O)(=O)N4CCCC4)cc3c2=O)CC1	6.3%	nt	-3.3%	-12.8%	1.4%	-0.9%	-1.0	-1.2%	i
CCOc1cc(N2CCCC2)ccc1[N+](=O)[O-]	-5.2%	-3.1	11.7%	?	5.4%	-9.3%	0.6	9.5%	i
CCOc1ccc(NC(=O)CSc2nc3cccnc3n2CCOC)cc1	5.2%	0.2	10.7%	-19.5%	-1.0%	6.0%	-3.0	7.4%	29.6%[57.5 µM]
COc1ccc(/C=N/NC(=O)Cn2c(Cc3ccc(OC)c(OC)c3)nc3ccccc32)cc1	0.7%	2.1	0.3%	-12.9%	-4.2%	-7.0%	0.1	5.7%	i
CCNC(=S)N(CCO)Cc1cc2cc3c(cc2[nH]c1=O)OCO3	-2.7%	-4.4	5.1%	9.0%	-11.4%	-4.9%	1.1	5.3%	i
COc1cccc(NC(=O)C2CCCN(S(=O)(=O)c3cccc4nsnc34)C2)c1 (stereo not given)	-3.9%	2.6	-6.7%	-1.1%	-6.9%	16.9%	-0.4	?	-27.9%
CCCCN(C(=O)c1c(CC)noc1C)c1c(N)n(CCCC)c(=O)[nH]c1=O	7.3%	0.3	3.3%	9.6%	-18.4%	5.8%	-2.0	-4.4%	-21.6%
CCN(CC)CCN1C(=O)C(=O)/C(=C(/O)c2cnn(-c3ccccc3)c2C)C1c1cccnc1 (stereo not given)	-14.9%	-5.1	-5.4%	2.0%	0.9%	10.6%	-0.3	-17.9%	14.0%[57.5 µM]
CC1=C([N+](=O)[O-])C(c2ccc(Cl)cc2)NC(=O)N1 (stereo not given)	4.0%	-0.5	0.4%	6.8%	-5.1%	-2.9%	3.1	9.6%	-7.5%
O=C(NN=C1CCCC1)c1cc(-c2ccc(F)cc2)nc2ccccc12	-11.1%	2.5	18.3%	?	-16.1%	-3.4%	6.7	?	-10.8%
Cn1c(=O)oc2cc(S(=O)(=O)Nc3ccc4c(c3)OCCO4)ccc21	9.6%	-0.5	-7.4%	-5.3%	-0.1%	-0.5%	-0.8	0.0%	-3.4%[57.5 µM]
COc1ccc(NC(=O)C(NS(=O)(=O)c2cccs2)C(C)C)cc1Cl (stereo not given)	-7.2%	-4.0	7.5%	-6.0%	-7.1%	3.5%	-1.0	2.8%	-6.2%
FC(F)(Cl)c1nnc2ccc(Cl)nn12	-9.3%	2.3	9.9%	?	-8.6%	7.0%	0.8	-1.9%	11.5%
Cc1ccc(CNCc2ccco2)cc1	3.1%	-6.2	0.6%	-8.8%	-1.4%	-7.0%	0.0	10.9%	i
CC1CCN(C(=O)COC(=O)c2cc3ccccc3cc2O)CC1	-5.9%	0.8	0.5%	-8.7%	?	2.0%	1.2	?	-13.0%[57.5 µM]
CN(C)C(C(=O)Nc1cc(Cl)cc(Cl)c1)c1ccccc1 (stereo not given)	-17.5%	1.8	7.8%	-2.4%	-11.7%	4.3%	2.0	?	i
COc1ccc(-n2c(C)cc(/C=C3\C(=O)NN(c4ccccc4)C3=O)c2C)cc1	-9.0%	-22.5	1.1%	9.5%	-16.0%	-3.3%	0.5	5.8%	-12.9%
COc1ccc(S(=O)(=O)N(C)C[C@H]2Oc3ccc(NC(=O)Cc4ccccc4)cc3C(=O)N([C@H](C)CO)C[C@@H]2C)cc1	-20.9%	0.3	-2.7%	-13.4%	-6.2%	-8.4%	-0.8	-5.2%	-3.7%
Cc1cccnc1NC(=O)C(C)N1C(=O)c2ccccc2C1=O (stereo not given)	16.9%	-3.7	-12.0%	2.5%	2.9%	4.6%	1.1	6.2%	i
O=S(=O)(/N=C(\Sc1ccccc1)c1ccccc1)c1ccc(Cl)cc1	-0.5%	nt	7.5%	-0.1%	2.38µM*	-3.2%	-1.5	8.0%	-49.7%[inhibitor]
O=C(CCNC(=O)c1ccc(Cl)cc1)NCCC1=CCCCC1	-7.4%	-1.0	7.0%	4.2%	-5.1%	-0.5%	1.6	?	i
COC(=O)C1=C(C)N(Cc2ccco2)C(=O)N[C@H]1c1cccc(C(F)(F)F)c1	-5.2%	0.7	3.2%	1.0%	-5.1%	2.9%	1.0	?	-38.3%[inhibitor]
Cc1ccc(S(=O)(=O)NCc2ccccc2)cc1C(=O)N1CCN(S(=O)(=O)c2ccccc2F)CC1	-7.0%	-10.6	9.9%	-19.0%	-5.8%	11.1%	-2.1	-17.5%	-12.9%
CC(OC(=O)Cc1c(F)cccc1Cl)C(=O)NCCC1=CCCCC1 (stereo not given)	-13.9%	7.8	-1.0%	25.4%	-7.1%	1.7%	-0.1	?	-38.0%[inhibitor]
C=CCN(C(C(=O)OC)C(C)C)S(=O)(=O)CCNCc1ccccc1 (stereo not given)	3.4%	1.3	6.2%	3.2%	-7.5%	-6.6%	-0.2	16.0%	i
Cc1ccnn1CC(=O)N/N=C/c1c[nH]c2ccccc12	-17.9%	-11.5	0.9%	-11.2%	-5.1%	3.2%	-3.5	6.8%	i
O=S(=O)(CCNCCc1ccccc1)NC1CCCCC1	6.7%	0.8	12.1%	0.5%	-0.1%	15.1%	-0.3	5.2%	-0.9%
COc1ccc(-c2noc(=O)[nH]2)cc1	-4.2%	1.9	-1.5%	-23.1%	7.0%	-0.3%	-2.8	?	i
COc1ccc(CNC(=O)C2CCN(S(=O)(=O)c3ccccc3)CC2)cc1	-21.4%	5.4	2.2%	7.4%	-5.4%	6.7%	-2.3	7.1%	-7.5%
Cc1c(C(=O)OCc2nc3scc(-c4ccccc4)c3c(=O)[nH]2)cccc1[N+](=O)[O-]	-9.0%	1.8	10.6%	4.1%	1.2%	10.8%	-0.3	-18.9%	-19.0%
COc1ccc(NC(=O)c2cccc3c(-c4cccnc4)coc23)cc1	12.3%	0.2	-4.1%	0.1%	-2.8%	4.7%	-0.4	14.4%	i
O=C(CN1CCCCCC1)Nc1ccccc1Oc1ccccc1	-11.5%	-5.4	18.5%	26.6%	-8.6%	5.8%	-4.0	?	i
O=C(c1ccco1)c1cn(CC(=O)N2CCCc3ccccc32)c2ccccc12	-2.8%	-8.2	1.0%	-17.1%	-6.4%	4.3%	-0.5	?	i
CC1CC(C)CN(CC(=O)N2CCOCC2)C1 (stereo not given)	7.0%	-6.2	-1.7%	-6.1%	2.4%	7.4%	0.3	5.4%	i
Cc1ccc(/C=C2\SC(=S)N(c3cccnc3)C2=O)o1	6.5%	1.1	5.5%	-4.3%	-11.0%	6.2%	-0.6	-1.7%	-13.3%
COC(=O)C1CCCN1S(=O)(=O)c1ccc([N+](=O)[O-])cc1 (stereo not given)	6.7%	-2.2	-0.7%	-17.8%	7.0%	-3.5%	0.3	9.6%	-8.5%
COCCCNC(=O)c1ccc2nc(Cc3ccc(OC)cc3)oc2c1	2.3%	-4.1	10.7%	5.9%&-6.7%	-0.8%	5.3%	-0.7	2.3%&9.2%	?
CCn1cc(C(=O)OCC(=O)Nc2ccc(C)c(Cl)c2)c(=O)c2ccc(C)nc21	nt	nt	-1.8%	0.7%	nt	nt	nt	-3.1%	i
COc1cccc(/C=N/NC(=O)CNC(=O)c2ccncc2)c1O	-6.8%	1.0	-6.0%	-6.0%	-2.6%	1.0%	-0.1	-2.5%	i
CCc1nnc(NS(=O)(=O)c2ccc(NC(=O)c3ccccc3)cc2)s1	-17.5%	0.7	-6.9%	5.8%	-9.6%	4.5%	1.9	8.8%	i
O=C(NCc1cccc2ccsc12)c1cccs1	-21.4%	0.8	-0.5%	4.0%	1.9%	-15.1%	-0.7	?	i

High-throughput results (PubChem BioAssay)
